SKKanGAS inh = blocks kanamycin growth of S. pyogenes SKKanGAS strain; BacTiter-Glo, 6 h; inhibition, % at 7.5 µM; 300,000 tested, 1.3% active; AID 1662;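 active = mean replicate score, as percent of positive control median, at least 50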;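 also: strain carries kanamycin resistance gene driven by streptokinase promoter and grows in 40 µg/ml kanamycin; loss of luminescence reflects streptokinase promoter inhibition or plain growth inhibition; 0% = median of DMSO wells and 100% = positive control at its reference dose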
AI-2 QS modul = modulators of Vibrio harveyi AI-2 quorum sensing system | Vibrio harveyi JMH597 AI-2 luminescence/OD600 ratio, 9 h; active compounds read low; strain lacks LuxN and CqsS sensors; 0 = neutral-control median | activity change, % at 7.5 µM | 300,000 tested, 0.4% active | AID 2094; in the data active = activity change below about -75%, passing the limit was not always enough;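 also: luminescence divided by OD600 gain over 9 h not by final OD600 alone; inactives centre near 13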
aSyn UTR inh = 5' untranslated region of α-synuclein, MLPCN primary screen; alpha-synuclein 5'UTR reporter, inhibitor activity; inhibition, % (tested at 7.5 µM); 300,000 tested, 0.82% active; AID 1813; in the data active = inhibition above about 60%;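 also: H4 neuroglioblastoma cells stably carrying SNCA 5'UTR luciferase fusion; 0% = DMSO wells and 100% = positive control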
HIF activator = HIF pathway transcriptional activation | U2OS HRE-luciferase reporter, luminescence; normalized: DMSO 0%, desferrioxamine 100% | activation, % at 7.5 µM (by protocol) | 300,000 tested, 0.32% active | AID 1910;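 active = mean activation of at least 10% of the iron chelator positive control signal, with at least half of replicates also reaching 10%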
Platelet DG rel = platelet dense granule release activity | 300,000 tested, 0.22% active | human platelet-rich plasma, SFLLRN dense granule ATP release, luminescence | AID 1663 | inhibition, %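 (compounds screened at 7.5 µM in platelet-rich plasma)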;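 active = mean replicate score, as percent of positive control, at or above 50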
HSP90 inh = inhibitors of HSP90 luciferase refolding in rabbit reticulocyte lysate | AID 1789 | luciferase refolding luminescence, 3 h | 290,000 tested, 0.91% active | inhibition, % at 5.6 µM;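 active = inhibition above the screen-wide mean plus 3 SD, computed separately per campaign, cut at about 16% in these data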;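 also: 0% = DMSO wells and 100% = 60 µM geldanamycin wells; inhibitors lower the luminescence because luciferase stays unfolded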
IEC-6 tox = counter-screen for KLF5 inhibitors: cytotoxicity in IEC-6 cells. IEC-6 cytotoxicity, luminescence viability. inhibition, % at 5 µM. 290,000 tested, 0.78% active. AID 1825; in the data active = inhibition above about 22%;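 also: 0% = plate median of test compound wells and 100% = cytotoxic reference compound wells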
KLF5 inhibitor = inhibitors of KLF5 expression. 290,000 tested, 0.23% active. AID 1700. inhibition, % at 5 µM. DLD-1 KLF5 promoter-luciferase reporter, luminescence;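 active = inhibition above a per-plate limit of that plate's mean compound inhibition plus 3 SD, cut at about 60% in these data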;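 also: 0% = DMSO wells and 100% = LY294002 at 200 µM; higher means less KLF5 promoter-driven luciferase light; inactives centre near -14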
HSF1 inhib = HSF1 inhibition; NIH3T3-HGL HSE-luciferase, MG132-induced, luminescence 8 h; active compounds read low; 300,000 tested, 0.77% active; activity change, negative = inhibition, % at 7.5 µM (by protocol);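 active = more than half of replicate wells show activity change below -50%, luminescence cut by over half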;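 also: luciferase reports HSF-1 transcriptional activity via heat shock element; 0% = median of DMSO wells and -100% = zero luminescence signal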
HSF-1 act = increases HSF-1 driven luciferase reporter signal | NIH3T3-HGL HSF-1 luciferase reporter, MG132, 8 h; 100% = twice DMSO control signal | activation, % at 9 µM | 300,000 tested, 1.7% active | AID 504408;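 active = mean replicate activation of at least 50% with a set share of replicates each reaching 50%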;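 also: 0% = median of the neutral control wells and 100% = twice that signal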
Starred values were filed as active, the others as inactive; / = not tested or not shown. Rows are unselected (roughly 6% active in at least one column).

SMILES | SKKanGAS inh | AI-2 QS modul | aSyn UTR inh | HIF activator | Platelet DG rel | HSP90 inh | IEC-6 tox | KLF5 inhibitor | HSF1 inhib | HSF-1 act
Cc1cc(=O)oc2ccc(OC(=O)CN3C(=O)c4cccc([N+](=O)[O-])c4C3=O)cc12 | 2 | 7 | -35 | 0.6 | 11 | -2 | 2 | -5 | 10 | 34
CCC(C)OC(=O)n1ccc(C(=O)Nc2nccs2)n1 (configuration not stated) | -11 | 1 | -69 | 0.0 | -7 | -5 | -13 | -21 | -10 | -4
CCN(C(=O)COC(=O)c1ccc(S(=O)(=O)N2CCCc3ccccc32)cc1)C1CCS(=O)(=O)C1 (configuration not stated) | 7 | 14 | 15 | -0.2 | 5 | 2 | 4 | 15 | -9 | 3
COc1cc(NC(=O)c2cc(S(=O)(=O)N3CCCCC3)c[nH]2)cc(OC)c1 | 3 | -2 | -1 | -0.2 | 2 | 0 | -8 | -15 | -2 | -4
CC(=O)c1c(C)[nH]c(C(=O)Nc2cccnc2)c1C | -19 | 4 | -2 | -0.3 | 2 | -1 | 1 | -7 | -2 | 7
Cc1ccc2c(C)nc(Nc3nc(CSc4nnc(C)s4)cc(=O)[nH]3)nc2c1 | / | 16 | 19 | -0.2 | 3 | -1 | 0 | -23 | 0 | 0
Cc1cc(S(=O)(=O)NC2CCCC2)ccc1F | 5 | 6 | 12 | -0.5 | -8 | -1 | 4 | -16 | -2 | 1
O=C(NCCc1c[nH]c2ccccc12)c1ccc(S(=O)(=O)NCc2ccco2)cc1 | -1 | 26 | 1 | -0.3 | -3 | -1 | -4 | -19 | -4 | 0
N/C(=N\OC(=O)c1cc(Br)ccc1Cl)c1ccccn1 | 3 | 7 | -39 | 0.2 | -5 | 1 | 4 | -60 | 19 | 39
COc1ccc(CCn2c3c(c(=O)[nH]c2=O)C(NC(=O)c2cccs2)(C(F)(F)F)C(=O)N3)cc1OC (configuration not stated) | 9 | 13 | -18 | 0.2 | 0 | 0 | -1 | -7 | -2 | -15
Cc1ccccc1N1CC(C(=O)Nc2ccc3c(c2)OCO3)CC1=O (configuration not stated) | 0 | 7 | -11 | 0.1 | 2 | -2 | 3 | -39 | 5 | 1
Fc1cc(F)c2nc(N3CCCC3)sc2c1 | 3 | 39 | -93 | 3.9 | -3 | 1 | 14 | -86 | -4 | 28
COc1ccc2[nH]c3c(=O)n(CCCCCC(=O)NCCC(C)C)c(=S)[nH]c3c2c1 | -1 | 15 | -16 | -19 | -38 | -1 | 2 | -5 | -2 | 8
O=C(O)CC/C(=N/Nc1ncc(C(F)(F)F)cc1Cl)C(=O)O | -6 | -1 | 2 | 0.2 | -5 | 4 | 10 | -44 | -4 | -5
COc1cc(-c2noc(CCCC(=O)Nc3cccnc3)n2)cc(OC)c1OC | -9 | 16 | 11 | -1.0 | 11 | 1 | -4 | -7 | -3 | 7
CN(c1ccccc1)S(=O)(=O)c1cccc(NC(=O)CN2CCCc3ccccc32)c1 | 9 | 17 | 16 | 0.5 | 1 | 4 | 8 | -13 | 2 | -10
CSCCCN1CCCC(CO)(Cc2ccc(F)cc2)C1 (configuration not stated) | 2 | 41 | -12 | 1.4 | 2 | -1 | -4 | -19 | 12 | 7
CCOc1ccc(OCCC(=O)OCC(=O)NCc2ccccc2)cc1 | -4 | -2 | -8 | 0.7 | -1 | 0 | -1 | -25 | 2 | -11
COc1ccc(C(=O)OCC(=O)N2C(C)CCCC2C)cc1[N+](=O)[O-] (configuration not stated) | -3 | 11 | 13 | -0.3 | 3 | 0 | 0 | -18 | -6 | -7
COc1ccccc1N1CCN(C(=O)/C=C/c2cccs2)CC1 | 0 | 6 | -3 | -0.1 | 10 | 6 | 4 | -96 | 10 | 0

Some entries already given with just HSP90 inh:
compound,HSP90 inh
COc1ccc(C(=O)OCC(=O)N2C(C)CCCC2C)cc1[N+](=O)[O-] (configuration not stated),0
COc1ccccc1N1CCN(C(=O)/C=C/c2cccs2)CC1,6

Other entries
SMILES | SKKanGAS inh | AI-2 QS modul | aSyn UTR inh | HIF activator | Platelet DG rel | HSP90 inh | IEC-6 tox | KLF5 inhibitor | HSF1 inhib | HSF-1 act
COc1ccc(N2CC(NS(=O)(=O)c3cccs3)CC2=O)cc1 (configuration not stated) | 1 | 8 | 13 | 0.1 | 9 | / | / | / | -2 | -5
CCCCNc1c(-c2ccc(SC(C)CC)c(OC)c2)nc2ccc(C)cn12 (configuration not stated) | 72* | 26 | -28 | -1.0 | -1 | / | / | / | 6 | 15
COc1ccccc1C(=O)NC(=O)Nc1c(C)cc(C)cc1C | 11 | 13 | 1 | -0.7 | 7 | 2 | 7 | -24 | 2 | 7
O=C(NCC1CCCO1)c1cc2nc(-c3ccco3)cc(C(F)(F)Cl)n2n1 (configuration not stated) | 0 | 28 | -22 | -0.2 | -9 | 3 | -20 | 2 | -1 | -10
CCCCNc1ccc(S(=O)(=O)c2cccc([N+](=O)[O-])c2)cc1[N+](=O)[O-] | 0 | 20 | 30 | -0.6 | 2 | -6 | -6 | 0 | 3 | -8
CCCCn1c(C23CC4CC(CC(C4)C2)C3)n[nH]c1=S | 20 | 6 | 11 | 0.9 | -9 | -3 | -2 | -22 | -7 | -11
Cc1ccccc1Cn1ccc(-c2ccc(Cl)cc2)c(C#N)c1=O | -3 | 10 | 8 | -0.6 | -4 | 4 | 0 | -22 | 3 | 4
CCCCn1c(SCC(=O)N2CCN(c3ccccc3)CC2)nc2ccsc2c1=O | 10 | 27 | 15 | 0.0 | 3 | 2 | 2 | -6 | -3 | -7
C=CCC1NS(=O)(=O)OCC1C(C)C (configuration not stated) | 3 | 18 | -6 | 0.0 | -1 | -6 | 2 | -2 | 0 | 1
C/C(=N\NC(=O)CCC(=O)Nc1ccc(C)c(C)c1)C1CC1 | / | 41 | / | / | / | 0 | 2 | -22 | / | /
CCOc1ccc(N2CC(C(=O)Nc3ccccc3N3CCCC3)CC2=O)cc1 (configuration not stated) | 22 | 18 | -1 | -0.5 | -5 | 5 | 2 | -34 | 0 | -5
CC1CN(C(=O)C2CCCCC2)C(C)CN1C(=O)C1CCCCC1 (configuration not stated) | 0 | 27 | -5 | -0.6 | -3 | -4 | 2 | -8 | -6 | -8
COc1ccc(-c2nn(-c3ccccc3)cc2C(=O)N(C)CC(=O)Nc2ccc(N3CCOCC3)cc2)cc1 | 7 | 2 | -8 | -0.5 | 13 | / | / | / | -6 | -5
CCCCCn1c(CN2CCN(c3cccc(Cl)c3)CC2)nc2c1c(=O)n(C)c(=O)n2C | 15 | 2 | -1 | / | 4 | -1 | 1 | -1 | 8 | -1
C=C1C(C(=O)N2CCN(C)CC2)C1C(=O)N1CCN(C)CC1 (configuration not stated) | -12 | 8 | -19 | / | -5 | -2 | 0 | -5 | -5 | 4
CC(=O)Nc1ccc(N2C(=O)CCC2=O)cc1C | 22 | 29 | 2 | -44 | -8 | 1 | 2 | -21 | -6 | 13
S=C(NCC1CCCO1)Nc1ccc(Cl)c(Cl)c1 (configuration not stated) | 5 | 1 | -86 | 1.1 | -1 | 1 | 4 | -5 | 13 | 43
CCN(C(=O)CSc1nnc(C)n1Cc1ccccc1)C1CCS(=O)(=O)C1 (configuration not stated) | -4 | 1 | 2 | -0.7 | 2 | -1 | -4 | -6 | -6 | -2
COc1ccc(C(c2nnnn2C2CCCC2)N2CCC(C)CC2)c(OC)c1 (configuration not stated) | -3 | 5 | 13 | 0.3 | 4 | 2 | -3 | -13 | -2 | 5
COc1cccc(C(=O)Oc2ccc(/C=N/NC(=O)c3ccncc3)cc2OC)c1 | 5 | -1 | -5 | -0.6 | -2 | -2 | 4 | -33 | 5 | 12
Cc1ccc(C)c(OC(=O)c2cccnc2Cl)c1C | 23 | -10 | -26 | 0.3 | 2 | 3 | 6 | -15 | 6 | 4
O=C(NC1CCCC1)C(c1ccccc1F)N(C(=O)c1csnn1)C1CC1 (configuration not stated) | -13 | / | -4 | -1.9 | 12 | -3 | -9 | -44 | -7 | 3
Cc1noc(NS(=O)(=O)c2ccc(NC(=O)CSc3n[nH]c(-c4ccccc4)n3)cc2)c1C | 1 | 9 | 1 | -0.9 | 3 | 1 | -4 | -3 | 0 | -5
O=C1/C(=C/c2ccc(O)cc2)COc2ccccc21 | 12 | / | -28 | 0.8 | 38 | -7 | -7 | -24 | -1 | 17
Cc1ccc(C)c(N2CCN(C(c3ccc(N(C)C)cc3)c3nnnn3C(C)(C)C)CC2)c1 (configuration not stated) | -1 | 10 | 11 | 0.1 | -1 | 1 | 3 | -18 | -11 | -10
Cc1ccn(C(CC(=O)c2ccc(Br)cc2)C(=O)O)n1 (configuration not stated) | 4 | 15 | -13 | -0.5 | 3 | 6 | 4 | -10 | -12 | -21
CC1=NN(C(=O)c2ccco2)C(O)(c2ccccc2)C1 (configuration not stated) | -3 | 11 | -57 | 1.2 | -4 | 7 | 1 | -106 | 11 | 43
C=CCSc1nnc(CNS(=O)(=O)c2ccc(C)cc2)n1C | -3 | 11 | 9 | -0.4 | -12 | -3 | -4 | -1 | -6 | -13
COc1ccccc1-c1c(C(F)(F)F)oc2cc(OS(C)(=O)=O)ccc2c1=O | -11 | 13 | -101 | 0.0 | -1 | 7 | -3 | 12 | 4 | 35
COC(=O)[C@@]12CCCN1[C@H](c1ccc(-c3ccccc3)cc1)[C@@H]1C(=O)N(C)C(=O)[C@@H]12 | 3 | 1 | -2 | 0.8 | -2 | / | / | / | 9 | -10
C#CCOC(=O)Nc1ccc(OCC(F)(F)F)nc1 | -1 | -25 | -24 | 0.9 | -4 | 1 | -2 | -28 | 4 | 10
Cc1cc(=O)n2[nH]c(C(=O)O)nc2n1 | -2 | 28 | -8 | -0.8 | 2 | -1 | 0 | -8 | -5 | -1
COc1ccc(NC(=O)c2cc3n(n2)C(C(F)(F)F)CC(c2ccco2)N3)cc1 (configuration not stated) | 1 | 6 | 15 | -1.5 | 7 | 1 | -6 | -45 | -18 | -20
Cc1cc(C)c(C#N)c(Nc2ccccc2C)n1 | 0 | -3 | 1 | -6.4 | -1 | 8 | 7 | -20 | -2 | 5
COc1ccc(C(=O)Nc2ccccc2C(=O)NCCN2CCOCC2)cc1 | 5 | 10 | -47 | 0.8 | -2 | 1 | -5 | 4 | -1 | 13
COc1ccccc1NC(=O)c1cc2c(=O)n(C)c3ccccc3c2n1C | -4 | -15 | -15 | -0.4 | 5 | -2 | -3 | -25 | -2 | -15
COc1ccc(N(CC(=O)N2CCOCC2)S(C)(=O)=O)cc1OC | 0 | 15 | 14 | -3.2 | 6 | -1 | 1 | 1 | 0 | 10
C=CCNC(=O)c1cc(Cl)ccc1[N+](=O)[O-] | 1 | 1 | -8 | -2.2 | 8 | 1 | -8 | -22 | -2 | 12

Screens: PubChem BioAssay, several laboratories
